TNAP inh noacc: TNAP (human) inhibition, acceptor-free conditions | inhibition, % at 20 µM | P05186 | hit rate 0.26% among 200,000 | purified TNAP, CDP-star luminescence, 30 min;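 active = tissue-nonspecific alkaline phosphatase inhibition above about 50% at 20 µM in the single-dose screen, limit read from the data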;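 also: 0% = DMSO negative control and 100% = EDTA positive control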
Target sequence (P05186 whole entry, looked up): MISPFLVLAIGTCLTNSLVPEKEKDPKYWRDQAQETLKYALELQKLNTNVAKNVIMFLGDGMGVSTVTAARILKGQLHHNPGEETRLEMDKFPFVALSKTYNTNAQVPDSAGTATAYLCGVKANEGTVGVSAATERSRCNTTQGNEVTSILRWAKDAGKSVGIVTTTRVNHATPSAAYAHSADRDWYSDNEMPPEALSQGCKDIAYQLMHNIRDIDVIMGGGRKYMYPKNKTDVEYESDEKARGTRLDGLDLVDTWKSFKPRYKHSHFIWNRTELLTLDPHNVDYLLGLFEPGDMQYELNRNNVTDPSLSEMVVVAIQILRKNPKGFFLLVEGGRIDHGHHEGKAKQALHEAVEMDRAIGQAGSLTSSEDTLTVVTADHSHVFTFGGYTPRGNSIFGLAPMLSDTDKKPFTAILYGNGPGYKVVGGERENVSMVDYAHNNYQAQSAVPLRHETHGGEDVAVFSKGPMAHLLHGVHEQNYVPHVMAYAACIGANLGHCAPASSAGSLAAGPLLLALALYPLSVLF
TNAP act hi DEA: TNAP (human) activation, high acceptor; P05186; purified TNAP, CDP-star luminescence, 1 M DEA, 30 min; hits give high values; 0 = EDTA background, 1 = DMSO-only activity; activation factor at 20 µM; 200,000 tested, under 10 active; AID 1136;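 active = activation factor at least 2 at 20 µM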
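Measured by: Luminescent substrate turnover signal | Test system: Human TNAP | Input: TNAP 1/800 final | Dosing: 20 µM single point | Schedule: 30 min, room temperature | Controls: EDTA wells as negative control, DMSO wells as positive control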
PPARg SRC1 recr: PPARgamma-driven SRC-1 recruitment agonism; P37231; hit rate 0.41% among 200,000; activation, % at 8 µM; PPARgamma-SRC-1 coactivator recruitment biochemical assay; in the data active = activation above about 19%;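 also: 0% = DMSO and 100% = reference agonist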
Target sequence (P37231 whole entry, looked up): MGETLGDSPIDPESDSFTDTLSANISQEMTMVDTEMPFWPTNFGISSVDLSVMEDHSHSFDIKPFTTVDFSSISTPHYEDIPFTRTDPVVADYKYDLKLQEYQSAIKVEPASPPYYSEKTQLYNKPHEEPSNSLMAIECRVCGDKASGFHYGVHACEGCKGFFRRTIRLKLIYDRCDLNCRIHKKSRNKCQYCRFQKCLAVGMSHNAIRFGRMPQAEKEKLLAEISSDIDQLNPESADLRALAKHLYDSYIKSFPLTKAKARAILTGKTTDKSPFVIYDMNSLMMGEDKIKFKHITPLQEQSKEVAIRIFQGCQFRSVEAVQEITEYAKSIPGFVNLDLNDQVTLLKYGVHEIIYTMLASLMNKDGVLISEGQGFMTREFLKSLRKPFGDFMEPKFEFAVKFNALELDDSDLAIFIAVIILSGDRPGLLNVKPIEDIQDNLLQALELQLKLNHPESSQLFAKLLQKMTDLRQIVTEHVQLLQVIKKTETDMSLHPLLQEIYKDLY
TNAP inh hiacc: blocks human TNAP under high phosphate acceptor concentration; purified TNAP, CDP-star luminescence, 1 M DEA; inhibition, % at 20 µM; hit rate 0.03% among 200,000;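 active = over 50% inhibition of tissue-nonspecific alkaline phosphatase at 20 µM in the single-dose screen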;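 also: plate controls were DMSO wells for no effect and EDTA-quenched wells as full inhibition for full effect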
bIAP inh: intestinal alkaline phosphatase (bovine) inhibition; inhibition, % at 20 µM; purified bovine IAP, CDP-star luminescence, 30 min; 190,000 tested, under 10 active;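 active = over 50% inhibition of intestinal alkaline phosphatase at 20 µM in the single-dose screen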
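Incubation: 30 min reaction at room temperature / Material: purified bovine intestinal alkaline phosphatase (IAP) enzyme / Input: enzyme at 1/65,000,000 dilution / Dosing: 20 µM single dose / Signal: CDP-star luminescence signal / Reagent: CDP-star chemiluminescent phosphatase substrate, 30 µM final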
TR-FRET SRC-2 ct: counter-screen for PPARgamma SRC-2 recruitment agonists: TR-FRET artefact; hits give high values; TR-FRET ratio at 8 µM; hit rate 0.4% among 200,000; in the data active = TR-FRET ratio above about 2000; also: inactives centre near 1500
PPARg SRC3 recr: promotes SRC-3 coactivator recruitment by human PPARgamma; AID 731; P37231; activation, % at 8 µM; biochemical PPARgamma/SRC-3 coactivator recruitment assay; hit rate 0.26% among 200,000; in the data active = activation above about 23%;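 also: 0% = DMSO and 100% = reference agonist; some compounds past the cut are filed as inactive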
Efa HMGR inh: blocks class II HMG-CoA reductase of Enterococcus faecalis. AID 1066. hit rate 0.41% among 190,000. purified E. faecalis HMGR, NADPH absorbance 340 nm kinetic. inhibition, % at 10 µM;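 active = inhibition above a set limit, the median over all tested compounds plus 3 SD, cut at about 9.5% in these data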;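 also: enzyme runs in reverse so mevalonate oxidation gives rising NADPH absorbance; 0% = complete reaction with DMSO and 100% = background rate lacking mevalonate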
PPARg SRC2 recr: agonists of SRC-2 recruitment by human PPARgamma; AID 1032; hit rate 0.34% among 200,000; PPARgamma LBD-SRC-2 recruitment, biochemical; activation, % at 8 µM; P37231; in the data active = activation above about 22%;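 also: 0% = vehicle and 100% = reference agonist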
bIAP act: increases bovine intestinal alkaline phosphatase activity; purified bovine IAP, CDP-star luminescence, 30 min; hits give high values; fold of DMSO-control signal, blank-subtracted; activation factor at 20 µM; hit rate 0.17% among 200,000; AID 1016;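 active = activation factor of 2 or more at 20 µM, a signal rise over negative controls twice the positive control's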
Active calls of the source: *; . = not tested or not shown.

No.	structure	TNAP act hi DEA	PPARg SRC3 recr	TNAP inh hiacc	PPARg SRC2 recr	TR-FRET SRC-2 ct	Efa HMGR inh	bIAP inh	bIAP act	TNAP inh noacc	PPARg SRC1 recr
1	C=CCn1c(SCC(=O)N2CCc3ccccc3C2)nc2sc(C)c(C)c2c1=O	1	-2	-3	1	1266	-3	-29	1.3	-8	-4
2	Cc1cccc2c(=O)n3c(nc12)CCCCC3	1	7	0	5	1594	-6	4	1	-3	-5
3	O=C(NCc1ccco1)C(=O)NCC1OCCN1S(=O)(=O)c1ccccc1 (stereo not drawn)	1.1	1	-6	7	1549	3	16	0.8	-10	7
4	COc1ccc(NC(=S)N(CCCN2CCN(C)CC2)Cc2cccs2)cc1	1	0	-3	0	1493	-3	0	1	-7	-2
5	Cc1ccc(S(=O)(=O)N(C)CC(=O)N2CCOCC2)cc1	1	4	0	9	1688	-1	10	0.9	-2	4
6	CCCN(CCC)C(=O)Cn1c(=O)n(CCC(=O)NCCc2ccccc2)c(=O)c2ccccc21	1	-2	-1	0	1549	1	2	1	-17	-4
7	CCOc1ccccc1C1CC(=O)Nc2cc(OC)c(OC)c(OC)c21 (stereo not drawn)	1	-11	-4	-10	1596	0	5	1	-3	4
8	COc1ccc(NC(=O)/C(C#N)=C\c2cc(OC)c(OCc3ccc(C(=O)O)cc3)cc2Br)cc1	1.1	7	-7	-6	1401	-2	3	1	-14	0
9	C=CCC1C=C(Cc2ccccc2)CC(CC=C)N1 (stereo not drawn)	1	-6	-4	-4	1635	-4	11	0.9	-18	2
10	CCOC(=O)C1CCN(C(=O)Cn2cc(C(=O)c3ccco3)c3ccccc32)CC1	1.1	13	-5	1	1574	-7	6	0.9	-6	0
11	CC(=O)c1sc(-c2ccccc2Cl)nc1C	1	8	-2	14	1686	-8	-11	1.1	0	8
12	CCOc1ccccc1Nc1nnc(C)c(=O)[nH]1	1.1	7	-6	11	1586	-4	-1	1	-14	4

Full records, looked up by structure:
`CC(=O)c1sc(-c2ccccc2Cl)nc1C` reads TNAP act hi DEA = 1; PPARg SRC3 recr = 8; TNAP inh hiacc = -2; PPARg SRC2 recr = 14; TR-FRET SRC-2 ct = 1686; Efa HMGR inh = -8; bIAP inh = -11; bIAP act = 1.1; TNAP inh noacc = 0; PPARg SRC1 recr = 8
`C=CCC1C=C(Cc2ccccc2)CC(CC=C)N1` (stereo not drawn) reads TNAP act hi DEA = 1; PPARg SRC3 recr = -6; TNAP inh hiacc = -4; PPARg SRC2 recr = -4; TR-FRET SRC-2 ct = 1635; Efa HMGR inh = -4; bIAP inh = 11; bIAP act = 0.9; TNAP inh noacc = -18; PPARg SRC1 recr = 2
`Cc1ccc(S(=O)(=O)N(C)CC(=O)N2CCOCC2)cc1` reads TNAP act hi DEA = 1; PPARg SRC3 recr = 4; TNAP inh hiacc = 0; PPARg SRC2 recr = 9; TR-FRET SRC-2 ct = 1688; Efa HMGR inh = -1; bIAP inh = 10; bIAP act = 0.9; TNAP inh noacc = -2; PPARg SRC1 recr = 4

The results go on.
No.	structure	TNAP act hi DEA	PPARg SRC3 recr	TNAP inh hiacc	PPARg SRC2 recr	TR-FRET SRC-2 ct	Efa HMGR inh	bIAP inh	bIAP act	TNAP inh noacc	PPARg SRC1 recr
13	O=C(COC(=O)c1ccc(Br)cc1)NCc1ccccc1	1	1	-1	-6	1613	0	11	0.9	-9	3
14	C/C(=N/NS(=O)(=O)c1ccc(Br)cc1)c1ccc(C)o1	1	-1	-1	-3	1501	-9	2	1	-12	-4
15	Cc1ccc(NC(=O)CN(C)S(=O)(=O)c2cccs2)cc1F	1	-3	-3	-4	1521	0	9	0.9	-10	-4
16	Cc1cc(-c2ccccc2)nc(SC(C(=O)O)c2ccccc2)n1 (stereo not drawn)	1	2	-1	6	1546	-1	1	1	-2	8
17	CCN1CCN(CCOc2ccc(Cl)cc2)CC1	1.1	0	-6	5	1754	-7	0	1	-8	3
18	CC(NCCC(c1ccccc1)c1ccccc1)c1ccccc1 (stereo not drawn)	1.1	2	-6	-1	1529	19*	9	0.9	-11	0
19	COc1ccccc1-c1nnc2sc(-c3cnccn3)nn12	1	-6	-1	5	1511	-5	5	0.9	-5	3
20	Cc1cc(C)c(NC(=O)CCCN2CCOCC2)c(C)c1	1	-4	0	5	1582	-6	-1	1	-5	6
21	Cc1ccc(-c2nnc(-c3ccccc3)o2)cc1	1	6	-4	-2	1631	5	-9	1.1	-8	4
22	Cc1cnc(C(=O)OCC(=O)N2c3ccccc3CC2C)cn1 (stereo not drawn)	1	3	0	-2	1695	-11	-6	1.1	-10	0
23	CC1=C/C(=N\OC(=O)/C=C/c2ccccc2)C(C)=CC1=O	1	4	0	7	1596	0	12	0.9	-12	1
24	CCOC(=O)COc1ccc(Oc2nc(C)cc(OC)n2)nn1	1	1	-3	-2	1377	2	5	1	-11	1

Entries listed so far with a furan ring, fused or not, in the order listed:
No.	structure	TNAP act hi DEA	PPARg SRC3 recr	TNAP inh hiacc	PPARg SRC2 recr	TR-FRET SRC-2 ct	Efa HMGR inh	bIAP inh	bIAP act	TNAP inh noacc	PPARg SRC1 recr
3	O=C(NCc1ccco1)C(=O)NCC1OCCN1S(=O)(=O)c1ccccc1 (stereo not drawn)	1.1	1	-6	7	1549	3	16	0.8	-10	7
10	CCOC(=O)C1CCN(C(=O)Cn2cc(C(=O)c3ccco3)c3ccccc32)CC1	1.1	13	-5	1	1574	-7	6	0.9	-6	0
14	C/C(=N/NS(=O)(=O)c1ccc(Br)cc1)c1ccc(C)o1	1	-1	-1	-3	1501	-9	2	1	-12	-4

New compounds follow.
No.	structure	TNAP act hi DEA	PPARg SRC3 recr	TNAP inh hiacc	PPARg SRC2 recr	TR-FRET SRC-2 ct	Efa HMGR inh	bIAP inh	bIAP act	TNAP inh noacc	PPARg SRC1 recr
25	O=C(O)c1cccc(N2C(=O)c3cccc(Oc4ccc(Cl)cc4)c3C2=O)c1	1	0	-1	3	1643	-3	16	0.8	-18	0
26	Clc1cccc(Cl)c1NC1=NCCC1	1.1	1	-8	10	1296	0	12	0.9	-24	-15
27	CCN(CC)C(=O)CSc1nc2nc(C)cc(C)c2c(=O)[nH]1	1	-4	-4	8	1568	3	2	1	-15	6
28	COC(=O)c1cccc(NC(=O)CN2CCC(NC(=O)c3cc(OC)c(OC)c(OC)c3)CC2)c1	.	-3	.	13	1561	-13	.	.	.	1
29	COCCNC(=O)COC(=O)c1cc(-c2ccc(OC)cc2)nc2ccccc12	1	3	-3	1	1599	1	-8	1.1	-7	3
30	CC(C)c1ccc(/C=C/C(=O)NC(=S)Nc2ccc(CN3CCOCC3)cc2)cc1	1	-4	1	3	1545	-2	2	1	-9	-1
31	COc1ccc(S(=O)(=O)Nc2cc(C)ccn2)cc1OC	1	-5	-2	-1	1344	-3	2	1	-12	-2
32	COc1ccccc1OCCOCCOc1ccc(C)cc1Br	1	5	-3	-4	1766	-2	24	0.8	-19	10
33	CC(=O)c1ccc(NCC2COc3ccccc3O2)c([N+](=O)[O-])c1 (stereo not drawn)	1	3	0	11	1641	4	-2	1	6	-4
34	COCCn1c(SCC(=O)c2c(-c3ccccc3)n(C)c3ccccc23)nnc1-c1ccncc1	1	5	-3	6	1581	-2	15	0.9	-15	-5
35	COC(=O)C1=C(C(=O)c2ccccc2)C(c2ccccc2)n2nnnc2N1 (stereo not drawn)	1	10	2	8	1495	-3	1	1	-1	5
36	CC(=O)c1c(C)[nH]c(C(=O)OCCOc2ccccc2)c1C	1	-4	-4	-2	1668	-5	-11	1.1	-22	2

Continued:
No.	structure	TNAP act hi DEA	PPARg SRC3 recr	TNAP inh hiacc	PPARg SRC2 recr	TR-FRET SRC-2 ct	Efa HMGR inh	bIAP inh	bIAP act	TNAP inh noacc	PPARg SRC1 recr
37	COc1cccc(C2(O)CCN(C(=O)c3cccs3)CC2)c1	1	-2	-5	3	1514	0	5	0.9	-14	-1
38	CC(C)Cc1nnc(NC(=O)CCc2c[nH]c3ccccc23)s1	1	4	-4	7	1533	-1	5	0.9	-11	1
39	CC(C)C(=O)Nc1ccc(C(=O)NNC(=O)CCc2ccccc2)cc1	1	-8	-2	4	1482	-3	22	0.8	-39	-2
40	CCCc1ccc(OCC(=O)O)cc1	1	-2	2	1	1597	-9	9	0.9	-3	9
41	Cc1sc(NC(=O)c2ccco2)c(C(c2cccnc2)N2CCC(C)CC2)c1C (stereo not drawn)	1.1	-2	-8	1	1520	-3	4	1	0	8
42	CCC(=O)NCC(c1ccco1)N1CCN(c2ccc(OC)cc2)CC1 (stereo not drawn)	1	-2	-2	1	1613	-6	-8	1.1	-12	8
43	Cc1c(C(=O)NCc2ccccn2)oc2ccc(S(=O)(=O)N3CCOCC3)cc12	1	-3	0	1	1506	2	-21	1.2	-4	-5
44	COc1ccc(S(=O)(=O)N2CC(C(=O)O)Oc3ccc(CC(=O)O)cc32)cc1 (stereo not drawn)	1	5	0	4	1719	-3	8	0.9	-5	14
45	COc1ccc(C(=O)n2nc(-c3ccco3)nc2N)cc1	1	-1	0	4	1398	-1	-33	1.3	0	-3
46	COc1ccc(CNC(=O)c2noc3c2CCCC3)cc1	1	2	-3	6	1643	-1	6	0.9	-10	9
47	CC(C)(C)OC(=O)N/N=C/c1c[nH]c2ccccc12	1	7	2	7	1624	-7	0	1	-4	-1
48	CCOc1ccc(NC(=S)NCCN2CCN(Cc3ccccc3)CC2)cc1	1	-1	-1	1	1593	-5	13	0.9	-6	2

Next section
No.	structure	TNAP act hi DEA	PPARg SRC3 recr	TNAP inh hiacc	PPARg SRC2 recr	TR-FRET SRC-2 ct	Efa HMGR inh	bIAP inh	bIAP act	TNAP inh noacc	PPARg SRC1 recr
49	COC(=O)c1[nH]c2ccc(C)cc2c1NC(=O)CN1CCCC(C)(C)C1	1	2	-2	1	1299	-9	-2	1	-7	1
50	CCOC(=O)c1cnc2ccc(OC)cc2c1Nc1ccc2c(c1)OCCO2	1	7	2	16	1664	-1	6	0.9	2	6
51	Cn1c(CSCc2ccc(F)cc2)nnc1SCC(=O)Nc1nccs1	1	-6	-4	-6	1510	-2	20	0.8	-11	-4
52	Cc1ccc(NC(=O)COC(=O)CN2C(=O)c3ccccc3C2=O)cc1S(=O)(=O)N(C)C	1	0	-1	3	1559	-2	7	0.9	-1	7
53	O=C(CNC(=O)c1ccc(F)cc1)N/N=C/c1ccc(O)c([N+](=O)[O-])c1	0.9	1	10	-1	1760	5	9	0.9	13	-2

Sorted by molar mass (smallest number first): part of the list above.
No.	structure	TNAP act hi DEA	PPARg SRC3 recr	TNAP inh hiacc	PPARg SRC2 recr	TR-FRET SRC-2 ct	Efa HMGR inh	bIAP inh	bIAP act	TNAP inh noacc	PPARg SRC1 recr
49	COC(=O)c1[nH]c2ccc(C)cc2c1NC(=O)CN1CCCC(C)(C)C1	1	2	-2	1	1299	-9	-2	1	-7	1
50	CCOC(=O)c1cnc2ccc(OC)cc2c1Nc1ccc2c(c1)OCCO2	1	7	2	16	1664	-1	6	0.9	2	6
52	Cc1ccc(NC(=O)COC(=O)CN2C(=O)c3ccccc3C2=O)cc1S(=O)(=O)N(C)C	1	0	-1	3	1559	-2	7	0.9	-1	7
